# From PubChem
# mcGAS lum: cyclic GMP-AMP synthase inhibitors, mouse, primary biochemical chemiluminescence. Q8C6L5. recombinant cGAS, Kinase-Glo ATP depletion luminescence. inhibition, % at 12.5 µM. hit rate 0.15% among 160,000. AID 1259399, 2018;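 further: 0% = negative control wells and 100% = reference inhibitor with no enzyme activity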
# hcGAS inh: Primary biochemical luminescence assay for human cyclic GMP-AMP synthase inhibitors; Q8N884; inhibition, % at 12.5 µM; hit rate 0.081% among 290,000; AID 1259398, 2018; recombinant h-cGAS, ATP depletion, Kinase-Glo luminescence;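 further: 0% = vehicle reaction and 100% = reaction without DNA for no activity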
# Target sequence (Q8N884 whole entry, looked up): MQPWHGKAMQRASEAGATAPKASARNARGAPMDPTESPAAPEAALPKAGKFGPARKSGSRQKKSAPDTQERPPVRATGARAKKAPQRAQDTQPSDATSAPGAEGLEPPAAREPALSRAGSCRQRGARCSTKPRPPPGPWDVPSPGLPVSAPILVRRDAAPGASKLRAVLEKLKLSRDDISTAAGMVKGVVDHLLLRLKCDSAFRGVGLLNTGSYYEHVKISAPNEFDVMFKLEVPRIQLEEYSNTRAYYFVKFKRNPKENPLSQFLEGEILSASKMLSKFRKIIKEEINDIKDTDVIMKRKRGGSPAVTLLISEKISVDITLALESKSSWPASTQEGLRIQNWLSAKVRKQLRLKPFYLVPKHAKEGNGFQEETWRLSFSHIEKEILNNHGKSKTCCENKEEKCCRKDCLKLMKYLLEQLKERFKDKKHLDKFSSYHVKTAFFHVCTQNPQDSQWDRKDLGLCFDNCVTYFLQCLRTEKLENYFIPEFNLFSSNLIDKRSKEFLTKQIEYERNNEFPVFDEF
# NPYLR7 ag: agonists of mosquito NPYLR7 receptor, primary screen, cell-based, Aedes aegypti, calcium fluorescence, mosquito biting behavior. activation, % at 10 µM. Aedes aegypti neuropeptide Y-like receptor 7 (NPYLR7). HEK293T NPYLR7/Galpha15, GCaMP6s calcium fluorescence. hit rate 0.15% among 270,000; in the data active means activation above about 40%;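 further: 0% = vehicle and 100% = reference agonist at the receptor; some compounds past the cut are filed as inactive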
# Active calls of the source: *; . = no result given; & = joins results of further samples. Unless noted, no stated cut-off is given here; in the data, active means inhibition above about 40%; inactive means the rest.
SMILES,mcGAS lum,hcGAS inh,NPYLR7 ag
CC(CC(O)C1OC1(C)C)[C@@H]1CCC2(C)C3=CCC4C(C)(C)C(=O)CCC4(C)C3CC[C@@]12C (stereo not given in full),-4,-4,.
Cc1sc2nc(CSc3nnnn3C3CC3)[nH]c(=O)c2c1C,.,-9,2
COc1cc(C=CC(=O)Nc2ccc(-n3cnnn3)cc2)cc(OC)c1,.,-7,-3
CC(=O)NCc1ccc(-c2cccc(CN3CCOCC3)c2)nc1,1,-5,-10
COc1cc(NC(=O)c2ccc(Cl)s2)cc(OC)c1,.,-10,-9
CC(C)(C)c1noc(CNc2ccc(F)c(F)c2)n1,-5,-3,-2
CC(C)N(Cc1cc(NC(=O)C2CC2)ccc1N(C)C)C(=O)c1ccco1,-11,-5,.
CCCn1ccnc1CN1CCc2[nH]nc(-c3ccc4c(c3)OCO4)c2C1,1,4,-4
O=C(O)CSc1nc2c(cnn2-c2cccc(Cl)c2)c(=O)[nH]1,7,27,.
CC(C)(C)c1ccc(CSc2nnc(NC(=O)CSc3ccccc3)s2)cc1,-8,-6,4
CC(c1ccccc1)n1nnnc1N1CCC2(CC1)C(=O)Nc1ccccc12 (stereo not given),.,-11,6
CC(C)Cc1nc(CCc2c[nH]c3ccccc23)n[nH]1,.,-5,0
COc1cc(S(=O)(=O)N2CCc3ccccc3C2)c(OC)cc1Cl,.,31,-5
O=C(Nc1cccs1)N1CCCC(c2nnc(Cc3ccc(F)cc3)o2)C1 (stereo not given),-1,-1,-1
NC(=O)c1csc(C(=O)N2CCN(C3CCC3)CC2)c1,.,-8,8
CC(=O)C(=Nc1ccccc1Cl)NNc1cccc(Cl)c1,.,1,2
Cc1sc2nc(CCN)nc(NCC3OCCc4ccccc43)c2c1C (stereo not given),-9,-1,18
COc1nn(C)cc1C(=O)Nc1ccc(S(N)(=O)=O)cc1,.,-3,7
Brc1ccc(-c2csc3nc4nc5ccccc5c-4nn23)cc1,-1,-5,7
CCOc1ccccc1N1C(=O)CSC1c1ccc(NC(=O)c2ccc(C(F)(F)F)cc2)cc1 (stereo not given),-5,-3,6

# Entries of single compounds as entered above. Order of screens: mcGAS lum, hcGAS inh, NPYLR7 ag
# Entry for CC(c1ccccc1)n1nnnc1N1CCC2(CC1)C(=O)Nc1ccccc12 (stereo not given) : ., -11, 6
# Entry for CC(C)N(Cc1cc(NC(=O)C2CC2)ccc1N(C)C)C(=O)c1ccco1 : -11, -5, .
# Entry for CCCn1ccnc1CN1CCc2[nH]nc(-c3ccc4c(c3)OCO4)c2C1 : 1, 4, -4
# Entry for COc1cc(C=CC(=O)Nc2ccc(-n3cnnn3)cc2)cc(OC)c1 : ., -7, -3
# Entry for Brc1ccc(-c2csc3nc4nc5ccccc5c-4nn23)cc1 : -1, -5, 7

# Continuation:
SMILES,mcGAS lum,hcGAS inh,NPYLR7 ag
COc1cc(-c2nc3ccccn3c2N=Cc2cc3c(cc2[N+](=O)[O-])OCO3)ccc1O,.,-17,-4
C=CCCC(O)CN(CCOC)Cc1ccsc1 (stereo not given),-5,-4,20
Cc1ccccc1-c1nnc(SCc2ccc(C#N)cc2)n1-c1ccccc1C,-1,-2,.
Cc1cc(C)c(S(=O)(=O)N2CCCN(c3nc4ccccc4nc3-c3ccccc3)CC2)c(C)c1,-6,-4,4
CC(=O)c1ccc(N2CCN(C(=O)CNC(=O)NCc3ccc(C)cc3)CC2)cc1,0,1,-1
CC(=O)c1c(C)[nH]c(C(=O)C(C)Nc2ccc3c(c2)OC(F)(F)O3)c1C (stereo not given),.,2,-1
O=C(c1sc2ccccc2c1Cl)N1CCN(c2c(-c3ccccc3)cnc3ncnn23)CC1,-4,4,19
CCNC(=O)[C@@H]1C[C@H](N)CN1C(=O)CC1=C(c2cccs2)CCC1=O,.,-8,5
CCN(CC)c1onc(-c2ccccc2)c1CN(CC1CCCO1)C(=O)c1ccco1 (stereo not given),-6,-11,3
CC(=O)Nc1ccc(C(=O)Nc2nnc(C(C)C)s2)cc1,-5,-5,2
CC(=Nn1cnc2sc3c(c2c1=O)CCCC3)N(C)C,.,-4,-1
CN1CC23C=CC(O2)C(C(=O)N(Cc2cccc(C(F)(F)F)c2)Cc2ccco2)C3C1=O (stereo not given),.,-7,1
CS(=O)(=O)c1ccc(NC(=O)CCl)cc1,.,-12,32
COCCn1c(N2CCCC(C)C2)nc2c1c(=O)n(C)c(=O)n2C (stereo not given),.,-5,3
COc1cc(OC)c(OC)cc1/C=C/C(=O)N(C)C1(C#N)CCC1,.,1,6
O=C(c1ccc(Cl)cc1)C1CCCN(C(=O)CCn2cnc3ccccc3c2=O)C1 (stereo not given),.,-7,20
CC(=O)Nc1ccc(S(=O)(=O)Oc2cccc(CN(C(=O)C(C)C)C(C)C)c2)cc1,-3,-6,-3
COc1ccc(/C=N\n2nnnc2N)cc1,-6,-1,-3
CN(c1ccccc1)c1nc(-n2ccnc2)nc(-n2ccnc2)n1,.,-6,-1
Cc1cccc(-c2cnc(C)nc2C2CCCN(C(=O)/C=C/c3cccnc3)C2)c1 (stereo not given),.,-10,21

# Sorted by length of the SMILES (falling): 5 of the compounds above
SMILES,mcGAS lum,hcGAS inh,NPYLR7 ag
Cc1cccc(-c2cnc(C)nc2C2CCCN(C(=O)/C=C/c3cccnc3)C2)c1 (stereo not given),.,-10,21
O=C(c1ccc(Cl)cc1)C1CCCN(C(=O)CCn2cnc3ccccc3c2=O)C1 (stereo not given),.,-7,20
COc1cc(OC)c(OC)cc1/C=C/C(=O)N(C)C1(C#N)CCC1,.,1,6
CC(=O)Nc1ccc(C(=O)Nc2nnc(C(C)C)s2)cc1,-5,-5,2
CS(=O)(=O)c1ccc(NC(=O)CCl)cc1,.,-12,32

# Following part
SMILES,mcGAS lum,hcGAS inh,NPYLR7 ag
Cc1cc(C)c(S(N)(=O)=O)cc1C(=O)NCCC1CCCC1,-16,-7,15
COc1cccc(S(=O)(=O)N2CCN(c3nc4nccc(-c5cccc(C)c5)n4n3)CC2)c1,-5,-2,5
COc1cc(OC)c(OC)cc1C=C1C(=O)N(C)C(=O)N(C)C1=O,-7,-5,-12
COc1ccc(OCCN2CCC(C(=O)NC(c3ccc(Cl)cc3)c3ccccn3)CC2)cc1 (stereo not given),1,3,5
CCc1cnc(C)nc1N1CCN(S(=O)(=O)c2ccccc2)CC1,-16,-5,22
Cc1ccc(OCC2CN(C(=O)COc3ccccc3C)CCO2)cc1 (stereo not given),-6,-3,-6
COc1ccc(CN2CCCN(C(=O)Nc3ccc4nc(C)sc4c3)CC2)cc1,.,-5,8
CCC(COC)NC(=O)CC(C)NC(=O)C1CCCC1 (stereo not given),-16,-6,6
Cc1ccc(F)c(C(=O)N2CCN(C3c4ccccc4CCc4ccccc43)CC2)c1F,-6,-4,2
O=c1[nH]nc2ccc(N3CCC(c4ccccc4)CC3)nn12,-14,-8,8
Fc1ccccc1-c1cnnc(NCC(c2ccncc2)N2CCOCC2)n1 (stereo not given),.,-8,5
CCN(CC)S(=O)(=O)c1ccc(Cl)c(C(=O)Nc2cc(Cl)ccc2N2CCCC2)c1,-6,-2,6
Cc1ccc(F)cc1S(=O)(=O)Nc1cccc(CN2CCCC2=O)c1,.,0,4
Nc1nc(SCC(=O)N2CCCc3ccccc32)[nH]c(=O)c1NC(=O)c1ccccc1,-9,-5,-2
Cc1ccc(O)c(C(=O)N2CCC(CNC(=O)OC(C)(C)C)C2)c1 (stereo not given),.,-8,-1
CC(CNC(=O)Cc1ccc([N+](=O)[O-])cc1)NC(=O)Cc1ccc([N+](=O)[O-])cc1 (stereo not given),.,-4,5
O=C(c1cc2sccc2[nH]1)N1CC(c2cccnc2)C1,.,-9,36
CN(C)/C=C1\CCCCC1=C(C#N)C#N,.,-9,3
CC(C)(C)OC(=O)CN1C(=O)C(Sc2n[nH]c(-c3ccncc3)n2)CCc2ccccc21 (stereo not given),.,3,-4
OCC1(CCc2ccccc2)CCN(Cc2ccccc2Cl)CC1,-3,-2,-2
O=C(CSc1ccc(-c2cccnc2)nn1)N1CCN(c2ccccc2)CC1,-7,-7,21
CCCCC1CCCN1Cc1ccc(CO)o1 (stereo not given),-11,-4,11
CC(=O)NC1C(Oc2ccc3ccccc3c2)OC(COC(C)=O)C(OC(C)=O)C1OC(C)=O (stereo not given),-7,-6,-4
Cc1cc(-c2cc(F)ccc2C)nc(N)n1,-11,-5,1
O=C(CNC(=O)c1ccccc1O)N=Nc1c(O)n(Cc2ccc3c(c2)OCO3)c2ccccc12,-4,-3,-1
Nc1nc2c(ncn2S(=O)(=O)c2ccc(Cl)cc2)c(=O)[nH]1,.,-4,2
Nc1cc(-c2ccc(Cl)cc2)nn1-c1ccc(C(=O)NCCCCc2ccccc2)cc1,-1,-2,-1
CCCCn1c(CNC(=O)C23CC4CC(CC(C4)C2)C3)nnc1SC(C)C(=O)OCC (stereo not given),-6,-2,-4
COc1ccc(C(=O)NCc2nnc(SCc3ccccc3C)n2-c2cc(Cl)ccc2Cl)cc1,-4,-2,27
COC(=O)c1cc(CN(C)Cc2cccc3ncccc23)cs1,.,3,0
COc1cc(CN(CCC(C)C)CC(C)(C)O)cc(OC)c1,-10,-10,2
CCCn1c(S(=O)(=O)Cc2ccc(C(C)(C)C)cc2)n[nH]c1=O,.,-8,-5
CCOC(=O)CC1COCCN1Cc1nc(-c2ccc(C(=O)OC)cc2)oc1C (stereo not given),.,-2,10
O=S(=O)(N1CCCC1)N1CCN(c2cccc(Cl)n2)CC1,.,-5,12
CN(C)CCCSC(=N)N,.,-6,3
Cc1nc(C)c(C(=O)NC(C)c2cnn(-c3ccccc3C)c2C)s1 (stereo not given),-1,-3&1,2
O=C1CCC(C(=O)N2CCC3(CCCN(CCCc4ccccc4)C3)C2)=NN1 (stereo not given),.,-3,10
CC(C)=CCC/C(C)=C/CCC(C)NCCN1CCNCC1 (stereo not given),.,-14,11
CCCNC(=O)CCC1NC(=O)N(CC2(c3ccc(OC)cc3)CCOCC2)C1=O (stereo not given),.,-2,-3
Cc1ccc(-n2nnnc2CN2CCN(C(=O)c3cc(C)on3)CC2)cc1,-8,-10,-1
Cc1ccc(-n2cnnn2)cc1NCC(=O)Nc1ccc(F)c(F)c1,.,-7,-1
CCN(C(=O)c1cccn(Cc2ccccc2F)c1=O)c1ccccc1,.,-11,15
COc1cccc(NC(=O)C2CCCCC2C(=O)N2CCc3c([nH]c4ccccc34)C2)c1 (stereo not given),.,-2,-9
CCc1nc(CC#N)nc(N2CCN(C(=O)c3ccc(F)cc3)CC2)c1Cc1cccc(C)c1,-6,-3,5
Cc1cc(NC(=O)C(C)OC(=O)c2c(C)cccc2[N+](=O)[O-])no1 (stereo not given),-10,-7,-1
O=C(CSc1nc2sccc2c(=O)[nH]1)Nc1ccc2c(c1)CCC2,.,-9,6
Cc1nn(C)cc1C(C)NC(=O)c1ccc(OC2CCN(CCc3ccccc3)CC2)cc1 (stereo not given),1,-2,-1
Cc1ccc(C=Nn2cnc3sc4c(c3c2=O)CCCC4)o1,.,-10,-6
O=c1c[n+]([O-])c2ccccc2n1OCc1ccccn1,.,-8,16
O=C(CCc1nnc(Cc2c[nH]c3ccccc23)o1)N1CC=C(c2ccc(F)cc2)CC1,-10,-6,10
CCOC(=O)c1nc2ccccc2nc1N1CCN(C(=O)c2c(F)cccc2F)CC1,-5,-2,4
CC(C)NC(=O)c1ccnc(-c2cccnc2)c1,-14,0,6
CC1C2=C(CC(C)(C)CC2=O)N=C(SCC(N)=O)C1C#N (stereo not given),.,-2,3
COc1cccc(-c2cc(C(=O)N3CCN(c4ccccc4Cl)CC3)n3nc(C(C)(C)C)cc3n2)c1,0,0,1
C=CCN(Cc1csc(COc2cccc(C)c2)n1)C(=O)C1CC1,-4,0,-1
COCc1[nH]n2c(=O)cc(Cc3ccccc3)nc2c1-c1ccccc1,.,56*,-4
COc1ncc(-c2nccn2-c2ccc(-c3ccn[nH]3)cc2)cn1,-8,-6,2
COC(=O)C1C(=O)c2c([nH]c(C(=O)OC3CCCCCCC3)c2C)CC1C (stereo not given),.,-7,13
COc1ccc(N2CCN(c3cncc(C)n3)CC2)cc1,.,-6,0
O=C(COC(=O)Cn1cc(C(F)(F)F)ccc1=O)NC1CCS(=O)(=O)C1 (stereo not given),1,3,-4
# (further entries)
SMILES,mcGAS lum,hcGAS inh,NPYLR7 ag
CN1CCC2(CC1)CN(C(=O)c1ccc(S(N)(=O)=O)cc1)CCN2C,-18,-5,31
O=C(c1nn2cccnc2c1Cl)N(Cc1ccccc1)c1ccccc1,.,-5,-10
CC(C)(C)NC(=O)N1CCN(Cc2nnnn2-c2cccc(F)c2)CC1,-1,-1,3
CCC(C(=O)N1CCN(C(C(=O)NCCc2ccccn2)C2CCCC2)CC1)c1ccccc1 (stereo not given),-4,-4,-4
Cc1ccccc1CSc1ccc2nnc(-c3ccccn3)n2n1,-6,-4,-1
O=C(COc1coc(CN2CCc3ccccc3C2)cc1=O)NC1CCCCC1,0,0,6
CCOc1ccc(-n2ccnc(SCC(=O)Nc3ccc(OC)cc3)c2=O)cc1,-7,-12,1
CCOCCCn1c(SCc2ccccc2C)nc2cc(C(=O)OCC)ccc21,-4,-4,-5
COc1ccc(NC(=O)NCCn2nc(-c3cccnc3)ccc2=O)cc1OC,.,1,-3
CCc1nc(CN2CCC(CCC(=O)N(C)Cc3ccccc3)CC2)c(C)[nH]1,.,1,17
CCN(CC)C(=O)c1cc(NC(=O)Nc2cc(C(F)(F)F)cc(C(F)(F)F)c2)ccc1N1CCCC1,-7,-14,-9
